PI4K2A inh = PI4K2A (human) kinase inhibition; Q9BTU6; purified PI4K2A, ADP-Glo luminescence, 1 h; hits give low values; activity change, negative = inhibition, % at 76.9 µM; 420,000 compounds, 0.13% hits; in the data active = activity change below about -50%; inconclusive = mostly about -30% to -49%;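 also: -100% = wells without enzyme as full effect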
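Compounds are screened against recombinant PI4K2A using PI as substrate and ATP, the latter dispensed at 300 microM. Reactions run one hour at ambient temperature before ADP-Glo detection; full inhibition defined by wells lacking enzyme.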
Tb PGK inh = T. brucei PGK inhibition; 380,000 compounds, 0.043% hits; Potency, µM (series often up to 57.5 µM), for the others: at the top dose activity change, negative = inhibition, most hits filed as inhibitors; PGK/GAPDH coupled, Kinase-Glo luminescence, 60 min; P07378; AID 602233; also: potency is read from the fitted curve at half-maximal effect; % is scaled to controls: 0 for no effect and ±100 for the full control effect; nearly all actives have a fitted effect of over 60% in size
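Recombinant glycosomal PGK reaction used 1,3-bisphosphoglycerate generated in-well by GAPDH (100nM final) in 100mM TEA pH 7.6, 5mM MgCl2, 0.01% Tween-20. After 60 minutes at room temperature, ATP was read by Kinase-Glo Plus luminescence end-point.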
BAZ2B block = BAZ2B (human) inhibition. Q9UIF8. AlphaScreen BAZ2B-H3K14Ac peptide displacement. Potency, µM (doses to about 114 µM), for the others: at the highest dose activity change, negative = inhibition, actives largely listed as inhibitors. 360,000 compounds, 4.4% hits. AID 504333; also: potency is read from the fitted curve at half-maximal effect; % is scaled to controls: 0 for no effect and ±100 for the full control effect; nearly all actives have a fitted effect of over 60% in size
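AlphaScreen displacement: compounds (up to 110uM) incubated 30 min at room temperature with a preformed 50 nM BAZ2B/50 nM biotinylated H3K14Ac peptide complex in PBS pH 7.4 with Tween-20. Donor and acceptor beads at 10 ug/mL final added, 20 min light-protected before reading.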
Pol eta inh = inhibitors of human DNA polymerase eta. Q9Y253. recombinant Pol eta, fluorescent DNA replication assay. Potency, µM (doses to about 114 µM), for the others: top-dose activity change, negative = inhibition, usual class: inhibitors. 390,000 compounds, 1.2% hits. AID 588591; also: potency is read from the fitted curve at half-maximal effect; % is scaled to controls: 0 for no effect and ±100 for the full control effect
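Pol eta at 10 nM preincubated with compounds 15 min at room temperature; reaction started with fluorescent substrate (50 nM final) and read kinetically at 0 and 10 min.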
GLS inhibitor = blocks human kidney-isoform glutaminase activity; AID 624170; Potency, µM (highest dose often 45.5 µM), for the others: top-dose activity change, negative = inhibition, most hits filed as inhibitors; GLS enzymatic activity, qHTS titration; 410,000 compounds, 0.21% hits; also: potency is read from the fitted curve at half-maximal effect; % is scaled to controls: 0 for no effect and ±100 for the full control effect
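Human kidney-isoform GLS in 45 mM KH2PO4 pH 8.2, 0.02% Tween-20, with compound, started with 1mM L-Glutamine (added stock). Glutamate oxidase/HRP/Amplex red coupled fluorescence read at start and after 30 min at RT.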
Pin1 inhibitor = blocks the human prolyl isomerase Pin1; Potency, µM (highest dose often 115 µM), for inactives: at the top dose activity, negative = inhibition, hits mostly inhibitors; AID 504891; Pin1 FP peptide displacement, HiFluor488, 10 min; Q13526; 390,000 compounds, 0.009% hits; active = well fitted inhibition curve with a large enough effect in the polarisation, with a control signal flat, not every such curve was filed as active; inconclusive = small, poorly fitted or top-dose-only effect, or effect the other way, or a change in a side signal; inactive = no such curve, though single readings can be large or run the other way; the % refers to the polarisation; also: potency is read from the fitted curve at half-maximal effect; % is scaled to controls: 0 for no effect and ±100 for the full control effect
HP1b chromo inh = inhibitors of HP1-beta chromodomain binding to methylated histone tails; AlphaScreen HP1-beta / biotin-H3K9me3 peptide binding; Potency, µM (highest dose often 114 µM), without a hit: top-dose activity change, negative = inhibition, most hits filed as inhibitors; 390,000 compounds, 0.56% hits; also: potency is read from the fitted curve at half-maximal effect; nearly all actives have a fitted effect of over 70% in size; inactives centre near 23
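HP1-beta protein (50 nM final) preincubated 30 min at room temperature with biotinylated H3(1-18)K9me3 peptide (50 nM) in PBS pH 7.4, 0.01% Tween-20, then compound added for 30 min. AlphaScreen streptavidin donor/nickel chelate acceptor beads (10 ug/mL final), 30 min dark, luminescence read.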
JMJD2A Tudor = JMJD2A Tudor domain (human) inhibition; AID 504339; AlphaScreen JMJD2A-Tudor / H3K4me3 peptide binding; Potency, µM (doses to about 114 µM), inactives show top-dose activity change, negative = inhibition, actives largely listed as inhibitors; 390,000 compounds, 4.4% hits; also: potency is read from the fitted curve at half-maximal effect; % is scaled to controls: 0 for no effect and ±100 for the full control effect; nearly all actives have a fitted effect of over 50% in size
G9a block = G9a (human) methyltransferase inhibition | 350,000 compounds, 8.8% hits | G9a H3K9 monomethylation, AlphaScreen, 2 h | Potency, µM (doses to about 102 µM), for inactives: at the top dose activity, negative = inhibition, hits mostly inhibitors; also: potency is read from the fitted curve at half-maximal effect; % is scaled to controls: 0 for no effect and ±100 for the full control effect; nearly all actives have a fitted effect of over 75% in size
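AlphaScreen read-out: biotin-H3K9 peptide (500 nM) methylation by 20 nM enzyme with 20 uM SAM, 2 h at room temperature after 15 min compound preincubation; anti-monomethyl H3K9 antibody plus donor/acceptor beads, 10 min dark.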
An asterisk follows results filed as active; i = inactive; ? = inconclusive; . = no result given; & = joins results of further samples; [ ] = another dose, or the depositor's remark. Unless noted, calls follow the shape of the dose curve; as a rule, active = well fitted curve in the direction sought with a large enough effect; inconclusive = small, poorly fitted or top-dose-only effect, or another doubt; inactive = no such curve, though single readings can be large; an effect the other way counts as inactive or inconclusive. These rows are one share of the data; rates above refer to the full screens.

SMILES	PI4K2A inh	Tb PGK inh	BAZ2B block	Pol eta inh	GLS inhibitor	Pin1 inhibitor	HP1b chromo inh	JMJD2A Tudor	G9a block
CN(C)C1CCN(C(=O)c2cccc(OC3CCN(S(=O)(=O)N(C)C)CC3)c2)C1 (centres undefined)	-2	-10%	-21%	-16%	-2%	-8%	24%	-5%	1%
COc1ccc2c(c1)c(=O)c(C(=O)c1ccccc1)cn2Cc1ccc(C)cc1	0	2%	-28%	-12%	15%	4%	12%	-28%	-13%
COc1ccc(-c2nc3ccccc3s2)cc1NC(=O)c1cccc(F)c1	0	i	?	-29%	-6%	?	-1%	-26%	-44%[59 µM]
COc1cc(C(=O)NCCSc2ccccc2)cc(OC)c1OC	-6	-1%	-16%	-11%	-3%	-8%	10%	-15%	.
CSc1nc(C)cc(Oc2ccc(OCCOc3ccccc3)nn2)n1	3	-7%	4%	-19%	-9%	-1%	45%[activator]	-1%	0%
CC(C)CN(C(=O)COC(=O)c1cc2ccccc2cc1O)c1c(N)n(Cc2ccccc2)c(=O)[nH]c1=O	2	i	.	7%	11%	?	4%	-24%	.
Cc1ccc(C(=O)Cn2nnc3ccccc32)cc1	-2	-4%	0%	-17%	-8%	-10%	32%[activator]	0%	4%[0.501 µM]
COc1ccccc1CNC(=O)c1ccc(S(=O)(=O)N2CCCC2)cc1	7	-8%	1%	-8%	3%	1%	10%	-12%	-37%
CN(Cc1ccc(F)cc1)C(=O)COc1ccccc1-c1ccccc1	5	5%	42%[activator]	-20%	14%	6%	82%[activator]	34%	42%
Cc1ccccc1NC(=O)CSc1nc2nccnc2c(=O)n1CCc1c[nH]c2ccccc12	0	8%	-5%	24%	6%	5%	58%[activator]	-10%	-1%[59 µM]
COc1ccc([C@@H](C)NC(=O)CCc2nnc(-c3cc(C)on3)o2)cc1	-2	-1%	0%	-22%	-2%	2%	48%[activator]	-19%	8%
CN(C)C(CNC(=O)c1ccc2c(c1)S(=O)(=O)c1ccccc1C2=O)c1ccco1 (centres undefined)	11	-9%	?	-19%	-8%	1%	24%	-24%	-12%[59 µM]
CC(C)C[C@@H](CN1CCC[C@@H]1CN1C(=O)C(=O)NC[C@@H]1Cc1ccccc1)N1C[C@H](Cc2ccc(O)cc2)N(CC2CCCCCC2)C(=O)C1=O	1	-1%	.	-20%	14%	1%	10%	-32%	.
CCC(=O)Nc1ncc2c(n1)CC(c1ccco1)CC2=O (centres undefined)	-7	.	11%	6%	1%	?	16%	-26%	-18%[59 µM]
CCCCS(=O)(=O)Nc1ccc(C)cn1	-6	-6%	-2%	-14%	-15%	0%	?	-18%	7.1µM*
COc1ccc(/C=C/c2cc[n+](C(=O)Cc3ccccc3)cc2)cc1	-4	10%	?	-21%	?	33%[activator]	32%	-13%	-37%
CS(=O)(=O)N(CC(=O)N1CCCCCC1)c1ccc(Cl)cc1	-2	i	-34%	0%	1%	-5%	23%	-8%	.
COc1ccc(-n2nc(C(=O)NCC(=O)N3CCCC(C)C3)c3ccccc3c2=O)cc1Cl (centres undefined)	0	0%	4%	-7%	6%	2%	-12%	-24%	5%
CC1CC(C)CN(C(=O)COC(=O)Cc2c[nH]c3ccccc23)C1 (centres undefined)	13	-9%	-3%	-2%	11%	-4%	13%	-17%	-7%[2.33 µM]
Oc1ccccc1C=NNC(=S)Nc1ccc(F)cc1	11	i	.	-13%	11%	1%	17%	56µM*	.
CCOC(=O)c1ccc2c(c1)N(Cc1ccc(F)cc1Cl)C(=O)c1ccccc1S2	-5	1%	6%	-10%	8%	3%	42%	2%	8%[59 µM]
Cc1ccccc1Cn1cnc2ccccc21	-1	-8%	-15%	-10%	-4%	1%	9%	-16%	-5%
Cc1cc(C(=O)N2CCN(c3ccc([N+](=O)[O-])cc3)CC2)c(C)o1	-2	3%	?	-1%	22%	1%	16%	-35%	11%
CC1CCc2cc(F)ccc2N1C(=O)c1cccnc1 (centres undefined)	4	i	3%	-12%	-6%	1%	65%[activator]	-13%	.
CCO/C=N/Nc1nc(C(F)(F)F)nc2c1cnn2Cc1ccccc1	-4	-2%	-12%	-13%	9%	-3%	-2%	?	-7%[2.33 µM]
COc1ccc(CCC(=O)N2CCCC(Nc3ccccc3)C2)cc1OC (centres undefined)	0	2%	?	-23%	-9%	3%	12%[57 µM]	-2%	.
CCOC(=O)c1c(NC(=O)/C=C/c2ccc(OCC)cc2)sc2c1CCCC2	-3	-3%	13%	-15%	4%	-5%	57%[activator]	20%	13%[59 µM]
CCCNc1nc(OC(C(F)(F)F)C(F)(F)F)nc(OC(C(F)(F)F)C(F)(F)F)n1	-12	.	12%	-19%	3%	-1%	12%	-6%	-34%
O=c1[nH]c(CN2CCOCC2)nc2ccccc12	6	-3%	.	-19%	-10%	0%	19%	1%	0%
Cc1c2c(nc3c(C(=O)NC4CCCC4)cnn13)CCCC2	0	4%	1%	-13%	-3%	-7%	9%	-3%	7%
CCOC(=O)c1oc2ccccc2c1NC(=O)c1cccc(OC)c1OC	-3	i	25%	-13%	-3%	-5%	93%[activator]	39%[activator]	44%[activator][12.7 µM]
O=C(N/N=C/C=C/c1ccco1)c1cccnc1	-4	-6%[11.5 µM]	3%	?	-13%	?	11%	-21%	8.9µM*
COc1cc(SC)ccc1C(=O)Nc1ccon1	-2	-1%	-2%	6%	-1%	-3%	33%	-20%	?
COc1cc(NC(=O)C2=CC(c3cccs3)=NS(=O)(=O)N2C)cc(OC)c1OC	-5	-1%	?	-18%	11%	-7%	8%	?	45µM*
Cc1noc(NS(=O)(=O)c2ccc(NC(=O)c3cccc(S(=O)(=O)Nc4ccccc4F)c3)cc2)c1C	0	5%	.	-17%	0%	-5%	13%	-14%	.
CCOC(=O)c1ccc(NC(=O)C(C)Sc2nc(=O)cc(N)n2CCc2ccccc2)cc1 (centres undefined)	3	0%	?	-23%	5%	8%	2%	-27%	-33%[59 µM]
CNC(=O)C1(c2ccccc2)CCCCC1	-1	-6%	.	-4%	3%	.	.	.	.
CCCOc1ccc(/C=N/NC(=O)C(=O)Nc2ccccn2)cc1	5	-3%	12%	1%	2%	-5%	5%	-25%	27%[59 µM]
O=C(NC(=S)NC1C2CC3CC(C2)CC1C3)C12CC3CC(CC(C3)C1)C2 (centres undefined)	-8	-7%	-11%	?	-1%	-1%	-6%	?	?
CCOC(=O)c1c(C)n(C)c2cc(-c3ccc(C)cc3)c(O)cc12	1	i	-4%	0%	0%	5%	1%	-26%	?
CCC(C)c1ccc(NC(=S)NC(C)C2CCCO2)cc1 (centres undefined)	4	-1%	-12%	-9%	-3%	3%	-3%	-17%	.
O=C1CC(N2CCN(c3ccccc3Cl)CC2)C(=O)N1c1cccc(F)c1 (centres undefined)	0	i	13%	-3%	7%	-1%	-43%	-25%	?
O=C(Nc1ccc(Cl)c(S(=O)(=O)N2CCOCC2)c1)c1ccc2c(c1)OCCO2	-7	-9%	-20%	-9%	-4%	5%	28%	-15%	-23%
Cc1ccc(S(=O)(=O)N2CCC(C(=O)NCCc3ccc(S(N)(=O)=O)cc3)CC2)cc1	4	-5%	7%	-3%	4%	-4%	19%	-10%	6%
CCc1cccc(NC(=O)c2c(C)oc3ncnc(N4CCCCC4)c23)c1	6	i	2%[57.1 µM]	-15%	-16%	-8%	26%	-14%	-23%[59 µM]
COc1ccc(CNc2nc3c(c(=O)n(Cc4ccc(Cl)cc4)c(=O)n3C)n2C)cc1	3	2%	.	-16%	6%	-1%	-16%	?	?
Cc1c(N=C2N=C(NC(=O)Nc3ccc(Cl)cc3)c3ccccc32)c(=O)n(-c2ccccc2)n1C	-4	-12%	-11%	-15%	-1%	?	12%	11%	-38%
Cc1cc(N2CCCC2)nc2ccccc12	-1&-2	2%	-1%	-8%	-10%	3%	38%	-8%	0%
CN(C(=O)CSc1ncc(C(F)(F)F)cc1Cl)c1c(N)n(Cc2ccccc2)c(=O)[nH]c1=O	0	-2%	-16%	0%	4%	-1%	30%	-8%	-9%
Cc1ccc(NC(=O)CS(=O)CC(=O)N(CC(=O)NC(C)(C)C)c2cccc(C)c2C)cc1 (centres undefined)	-7	12%	8%	-3%	6%	1%	31%	-2%	2%[59 µM]
Continued.
SMILES	PI4K2A inh	Tb PGK inh	BAZ2B block	Pol eta inh	GLS inhibitor	Pin1 inhibitor	HP1b chromo inh	JMJD2A Tudor	G9a block
CCn1c(=O)c(C(C)=O)c(O)c2ccccc21	-10	-5%	-3%	-10%	6%	7%	13%	-11%	.
CCCCN(C)C1=Nc2cccc3cccc1c23	-2	-3%	-1%	-4%	0%	-6%	24%	?	10µM*
CN(C)C(=O)CN(C)S(=O)(=O)c1ccc(Cl)cc1	1	i	6%	-2%	1%	7%	63%[activator]	-11%	-7%[12.7 µM]
Cc1ccc([N+](=O)[O-])cc1NC(=O)c1c(-c2ccccc2)noc1C	-2	4%	-14%	-4%	8%	2%	15%	1%	19%
CCOC(=O)C1=NNC2(c3ccc(Cl)cc3)C(=O)N(c3cc(C)cc(C)c3)C(=O)C12 (centres undefined)	5	-2%	-8%	-20%	-1%	11%	4%	-27%	21%
CC1(C)NC(=O)N(CCOCCOc2ccccc2-c2ccccc2)C1=O	-1	-3%	-22%	2%	-5%	-2%	64%[activator]	-6%	-5%

Screening data deposited in PubChem by National Center for Advancing Translational Sciences (NCATS).
